Assay outcomes as filed in PubChem BioAssay.
ALDH1A1 inh: inhibitors of human aldehyde dehydrogenase 1A1 | Purified ALDH1A1, NADH fluorescence, propionaldehyde substrate | Potency, µM (highest dose often 75.3 µM), for the others: at the highest dose activity, negative = inhibition, usual class: inhibitors | hit rate 7.3% among 220,000 | P00352; active means well fitted inhibition curve with a large enough effect, not every such curve was filed as active; inconclusive means small, poorly fitted or top-dose-only effect, or another doubt; inactive means no such curve, though single readings can be large or run the other way;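 further: plate controls were no enzyme wells and a reference inhibitor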
Target sequence (P00352 whole entry, looked up): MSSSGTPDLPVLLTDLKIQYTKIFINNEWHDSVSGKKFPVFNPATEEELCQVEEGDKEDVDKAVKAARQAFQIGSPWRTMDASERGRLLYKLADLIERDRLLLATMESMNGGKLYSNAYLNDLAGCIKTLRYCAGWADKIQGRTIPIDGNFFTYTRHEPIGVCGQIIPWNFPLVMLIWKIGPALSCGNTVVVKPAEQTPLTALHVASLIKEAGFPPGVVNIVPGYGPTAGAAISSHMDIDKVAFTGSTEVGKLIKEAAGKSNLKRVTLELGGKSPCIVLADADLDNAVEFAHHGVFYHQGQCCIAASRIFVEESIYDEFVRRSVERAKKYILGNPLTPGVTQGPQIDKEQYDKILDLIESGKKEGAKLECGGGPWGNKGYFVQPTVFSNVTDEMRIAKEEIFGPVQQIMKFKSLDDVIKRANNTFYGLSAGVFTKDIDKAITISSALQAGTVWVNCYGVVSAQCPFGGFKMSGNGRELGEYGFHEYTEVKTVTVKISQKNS
Tau ThT inhib: blocks human tau fibril formation measured by thioflavin T; P10636; recombinant tau K18 P301L, heparin-induced fibrillization, ThT fluorescence; Potency, µM (doses to about 57.4 µM), without a hit: at the top dose activity, negative = inhibition, usual class: inhibitors; hit rate 2.1% among 270,000; further: on the % scale 0 is the no-effect control and ±100 the full control effect; nearly all actives have a fitted effect of over 55% in size
Target sequence (P10636 561-689 P618L limits assumed): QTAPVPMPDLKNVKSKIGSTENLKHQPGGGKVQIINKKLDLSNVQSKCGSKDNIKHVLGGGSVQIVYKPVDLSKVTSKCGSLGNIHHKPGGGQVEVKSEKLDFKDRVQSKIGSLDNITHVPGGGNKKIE
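Tau K18 P301L fragment (15 uM unlabeled plus 0.24 uM Alexa 594-labeled) in 100 mM sodium acetate pH 7 with compound, fibrillization induced by 20 uM heparin for 6 hr at 37 C. Thioflavin T (30 uM) added, fluorescence read after 1 hr (ex 450, em 510 nm).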
HttQ103 aggreg: reduces HttQ103-GFP aggregates in PC12 cells | PC12 HttQ103-GFP aggregates, Acumen cytometry, 40 h | hit rate 1.1% among 220,000 | Potency, µM (series often up to 46.1 µM), for the others: top-dose activity change, negative = inhibition, actives largely listed as inhibitors | AID 1688; further: on the % scale 0 is the no-effect control and ±100 the full control effect; nearly all actives have a fitted effect of over 60% in size
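Aggregate formation scored by laser-scanning cytometer (488 excitation, 500–530 emission) in lysed PC12 cells expressing Q103-GFP after 100 nM tebufenozide induction; library tested in dose series, with ATPLite reagent added in the multiplex.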
SMN2 splice up: increases expression of the SMN2 splice variant; HEK293 SMN2-luciferase splicing reporter, luminescence, 30-36 h; Potency, µM (highest dose often 46.1 µM), for the others: at the top dose activity change, positive = activation, hits mostly activators; hit rate 2.8% among 210,000; further: % of control where 0% means no effect; nearly all actives have a fitted effect of over 55% in size
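HEK293 cells carry an SMN2 minigene-luciferase reporter in which exon 7 inclusion puts luciferase in frame. Cells were seeded at 2000 cells/well, attached for 10-12 hours, then exposed to compounds for 30-36 hours at 37C before ONE-Glo luminescence.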
HTT cytoprotect: cytoprotection in Huntington HTT-Q103 PC12 cell model. PC12 HTT-Q103 induced, cytoprotection, ATP luminescence, 40 h. hit rate 0.14% among 230,000. Potency, µM (series often up to 56.4 µM), inactives show cytoprotection (ATP increase), usual class: activators;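 further: % of control where 0% means no effect; nearly all actives have a fitted effect of over 45% in size; toxic huntingtin expression switched on by the ecdysone agonist tebufenozide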
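Huntington model: PC12 line, ecdysone-inducible HTTQ103 exon1–GFP, tebufenozide 100 nM. Test articles in a dose series. Endpoint luminescence from cellular ATP.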
Tau fibril FP: inhibitors of human tau fibril formation | K18 P301L tau heparin fibrillization, Alexa594 FP, 6 h | Potency, µM (titrated, usually from 57.7 µM), inactives show top-dose activity, negative = inhibition, usual class: inhibitors | hit rate 0.39% among 280,000 | AID 1468; further: on the % scale 0 is the no-effect control and ±100 the full control effect; nearly all actives have a fitted effect of over 55% in size
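Steps: dispense K18 P301L tau (15 uM plus 0.24 uM Alexa 594 tracer, final) in pH 7 sodium acetate; add compound; add heparin (20 uM final); incubate 6 hr, 37 C; add ThT (30 uM final); after 1 hr ambient, read FP.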
KDM4E inh: inhibitors of human JMJD2E histone demethylase. B2RXH2. JMJD2E catalytic domain, FDH-coupled NADH fluorescence (FDH is formaldehyde dehydrogenase). Potency, µM (series often up to 57.1 µM), for the others: at the top dose activity change, negative = inhibition, hits mostly inhibitors. hit rate 1.6% among 230,000. AID 2147; active means well fitted inhibition curve with a large enough effect, not every such curve was filed as active; inconclusive means small, poorly fitted or top-dose-only effect, or another doubt; inactive means no such curve, though single readings can be large or run the other way;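 further: 0% = wells with enzyme and -100% = buffer wells without enzyme; nearly all actives have a fitted effect of over 50% in size; many of its hits are not listed in these tables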
Target sequence (B2RXH2 1-337 limits assumed): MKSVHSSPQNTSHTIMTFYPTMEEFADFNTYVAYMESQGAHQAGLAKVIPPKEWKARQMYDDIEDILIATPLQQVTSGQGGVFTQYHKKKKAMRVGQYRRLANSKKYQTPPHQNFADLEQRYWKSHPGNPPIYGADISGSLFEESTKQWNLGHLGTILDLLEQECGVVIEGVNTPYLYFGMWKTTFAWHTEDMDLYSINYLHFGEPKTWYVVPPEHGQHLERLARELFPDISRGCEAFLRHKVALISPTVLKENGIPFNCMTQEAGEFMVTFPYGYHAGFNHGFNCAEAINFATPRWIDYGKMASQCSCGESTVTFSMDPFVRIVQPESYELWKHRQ
Tau fluor counter: counter-screen for tau fibril formation inhibitors | Potency, µM (titrated, usually from 57.7 µM), without a hit: at the highest dose activity change, negative = decrease | tau K18 P301L Alexa594 fluorescence, heparin fibrillization | hit rate 0.93% among 280,000 | AID 1463; further: on the % scale 0 is the no-effect control and ±100 the full control effect; nearly all actives have a fitted effect of over 55% in size
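Human tau K18 P301L (15 uM unlabeled, 0.24 uM Alexa 594-labeled) in 100 mM sodium acetate pH 7 with 20 uM heparin, 6 hr at 37 C. ThT 30 uM added, 1 hr ambient; Alexa 594 FP and total fluorescence read at 555/632 nm.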
An asterisk follows results filed as active; ? = inconclusive; . = not tested or not shown; [ ] = remark or other dose. Unless noted, the call rests on the fitted dose curve; in most records, active means well fitted curve in the direction sought with a large enough effect; inconclusive means small, poorly fitted or top-dose-only effect, or another doubt; inactive means no such curve, though single readings can be large; an effect the other way counts as inactive or inconclusive. Potency means the concentration at half of the fitted maximal effect. An excerpt (hit frequency here may not be typical).

SMILES	ALDH1A1 inh	Tau ThT inhib	HttQ103 aggreg	SMN2 splice up	HTT cytoprotect	Tau fibril FP	KDM4E inh	Tau fluor counter
CC(C)Nc1oc(Cc2cccc3ccccc23)nc1C#N	?	-10%	-5%	-18%	-4%	2%	-9%	-15%
O=C(Oc1cc2oc(=O)cc(-c3ccccc3)c2cc1Cl)C1CCCCC1	?	-17%	7.1µM*	-34%[inhibitor]	-27%	1%	?	-13%
O=C(CSCc1ccc(Br)cc1)Nc1ccc(S(=O)(=O)N2CCCCCC2)cc1	?	10%	?	-2%	-37%	-20%	-2%	?
CCn1cc(C(=O)OCC(=O)Nc2cccc(C(C)=O)c2)c(=O)c2ccc(C)nc21	.	-3%	.	5%	.	-11%	.	-6%
COc1cc(NC(=O)Cc2ccc(F)cc2)cc(OC)c1OC	8%	-7%	-23%	-12%	-31%	5%	1%	-14%
CC(C)CNS(=O)(=O)c1ccc(CCC(=O)NCCC2=CCCCC2)cc1	-3%	-3%	12%[9.22 µM]	-18%	4%[10 µM]	-5%	-7%	-5%
CC1(OC(=O)C2CCCC2)C(=O)C=C2C=C(c3ccsc3)N(Cc3ccc4c(c3)OCO4)C=C2C1=O (stereo unspecified)	?	?	-20%[9.22 µM]	-1%[9.22 µM]	?	8%[11.6 µM]	?	-3%[11.6 µM]
CCOc1ccccc1NC(=O)Cc1coc2c(C)c(C)ccc12	.	?	.	-3%	.	-14%	.	-17%
N#Cc1ccc(NC(=O)C2Cc3ccccc3CN2S(=O)(=O)c2ccc(F)cc2)cc1 (stereo unspecified)	.	16%	.	-10%	.	-24%	.	?
CC(=O)CC(C)(C)S(=O)(=O)c1ccc(Oc2ccc(S(=O)(=O)C(C)(C)CC(C)=O)cc2)cc1	8.9µM*	5%	-12%	?	-4%[10 µM]	4%	2%	3%
CC(C)C(=O)Nc1ccc2c(c1)C(=O)N(CCC(=O)O)C2=O	?	-1%	-21%	-7%	6%	-4%	?	-1%
Cc1cc(Nc2ccccc2)n(CCOC(=O)COc2ccccc2)n1	?	-8%	16%	4%	1%[10 µM]	13%	-7%	-23%
COc1cccc(C(=O)N2CCN(C(=O)c3ccc(-c4ccccc4)cc3)CC2)c1OC	?	-16%	30%[9.22 µM]	.	26%[10 µM]	3%	-8%	-4%
Cc1ccc(OCCOCCn2cnc3ccccc3c2=O)c([N+](=O)[O-])c1	?	-2%	6%	-21%	-5%[10 µM]	-7%	1%	-2%
COc1cccc2c(=O)c(C/C=C(/C)Cl)c(C)[nH]c12	?	-13%	-3%	-3%	-9%	-6%	?	-4%
Cc1ccc(C(=O)c2oc3ccccc3c2NC(=O)c2cc(=O)c3cc(C)ccc3o2)cc1	.	-13%	.	7%	.	-6%	.	-24%
O=C(NCc1ccco1)C(=O)NCC1OCCN1S(=O)(=O)c1cc(F)ccc1F (stereo unspecified)	.	.	-29%[9.22 µM]	.	6%[10 µM]	4%	-22%	-10%
COCCN=C1OC(=O)N2C(=O)C3=C4[C@@H](C[C@H]5C(=O)N(c6ccccc6)C(=O)[C@H]5[C@H]4[C@@]12Cc1ccccc1)[C@H]1C(=O)N(c2ccccc2)C(=O)[C@H]1[C@H]3C	.	-7%	6%[9.22 µM]	.	-9%[10 µM]	7%	-26%	-5%
CCOC(=O)C(C)Sc1nc(=O)n2ccccc2n1 (stereo unspecified)	-4%	-3%	6%	6%	15%	-3%	?	-5%
COc1ccc(Cn2c(SCc3ccc(C(=O)NCc4ccc(C)cc4)cc3)nc3cccnc32)cc1	.	6%	.	-17%	.	0%	.	-14%
CCC1(C)Cc2ccccc2-c2nc(NCCCO)n(-c3ccccc3)c(=O)c21 (stereo unspecified)	?	-12%	9%[9.22 µM]	-16%	9%	9%	?	-15%
CCOC(=O)c1sc(S(C)(=O)=O)c2c1CCc1conc1-2	?	?	-7%[9.22 µM]	.	10%[10 µM]	3%	?	-21%
Cc1c(NC(=O)/C(=C\c2ccccc2)NC(=O)c2ccccc2)c(=O)n(-c2ccccc2)n1C	?	-5%	10%	-4%	6%	5%	4%	2%
CN(C)c1nc(N)nc(CSc2nnnn2-c2ccccc2)n1	?	-8%	-10%	-14%	4%	-10%	-5%	-8%
O=C(NC(=S)NC1CCSC1=O)c1cccs1 (stereo unspecified)	-14%	7%	12%	20%	-19%[10 µM]	-6%	-3%	6%
O=C(COC(=O)C1CCN(S(=O)(=O)c2ccc3c(c2)OCCO3)CC1)Nc1ccccc1OC(F)F	-9%	-15%	-16%	-10%	-1%[10 µM]	-6%	2%	?
CN(C)c1ccc(/C=N/Nc2cc(N3CCOCC3)nc(N3CCOCC3)n2)cc1	?	7.9µM*	?	8%	?	15%	?	?
CC(C)(C)N(NC(=O)Nc1ccccc1)C(=O)c1ccccc1Cl	9%	-5%	?	1%	-24%	2%	2%	-1%
Cc1ccc(-c2cc(C(F)(F)F)n3ncc(C(=O)N4CCN(C)CC4)c3n2)cc1	?	1%	?	5%	-18%[10 µM]	7%	5%	4%
Cc1ccc(-c2nc3ccccc3o2)cc1NC(=O)c1ccc2c(c1)OCO2	?	-16%	?	.	-62%[inhibitor]	3%	?	-11%

Full records from above.
`Cc1ccc(-c2cc(C(F)(F)F)n3ncc(C(=O)N4CCN(C)CC4)c3n2)cc1` is listed with ALDH1A1 inh: ?; Tau ThT inhib: 1%; HttQ103 aggreg: ?; SMN2 splice up: 5%; HTT cytoprotect: -18%[10 µM]; Tau fibril FP: 7%; KDM4E inh: 5%; Tau fluor counter: 4%
`O=C(NCc1ccco1)C(=O)NCC1OCCN1S(=O)(=O)c1cc(F)ccc1F` (stereo unspecified) is listed with ALDH1A1 inh: .; Tau ThT inhib: .; HttQ103 aggreg: -29%[9.22 µM]; SMN2 splice up: .; HTT cytoprotect: 6%[10 µM]; Tau fibril FP: 4%; KDM4E inh: -22%; Tau fluor counter: -10%

(next part)
SMILES	ALDH1A1 inh	Tau ThT inhib	HttQ103 aggreg	SMN2 splice up	HTT cytoprotect	Tau fibril FP	KDM4E inh	Tau fluor counter
COc1ccccc1N1CCN(C(=O)CCc2nnc3n(C)c(=O)c4sccc4n23)CC1	.	-10%	.	11%	.	-5%	.	-9%
Cc1ccc(NC(=O)C2CCCN(c3cnccn3)C2)c(C)c1 (stereo unspecified)	.	-3%	.	-5%	.	-1%	.	-3%
COC(=O)NCC(c1cccnc1)N1CCN(c2ccccc2)CC1 (stereo unspecified)	9%	-4%	-18%	-2%	15%[10 µM]	9%	-7%	6%
CNS(=O)(=O)c1cccc(C(=O)OCC(=O)Nc2ccc(N3CCCCC3)cc2)c1	?	-16%	21%	22%	-19%	13%	12%	-28%
CCOCCCNC(=S)NCCCNc1nc2cc3c(cc2cc1C#N)OCO3	?	?	-9%	5%	25%[10 µM]	-10%	?	-22%
N#CCCN(Cc1ccncc1)C(=S)NC1CC2C=CC1C2 (stereo unspecified)	-7%	-7%	4%[9.22 µM]	.	7%[10 µM]	12%	-12%	-13%
C=CCNC(=S)Nc1cccc2[nH]ncc12	-9%	?	-18%	-2%	-15%[10 µM]	-1%	-3%	-14%
COc1ccnc(Oc2ccc(F)cc2)c1C(=O)N/C=N/OCc1c(Cl)cccc1Cl	-6%	2%	?	-8%	?	-13%	2%	?
N=c1sccn1CC(=O)Nc1ccc([N+](=O)[O-])cc1Cl	.	1%	12%[9.22 µM]	.	28%[10 µM]	-1%	-11%	-5%
CCOC(=O)c1cc(C(=O)OCC)cc(-n2cc(O)c(C(=O)OCC)n2)c1	8%	-3%	-1%	0%	4%	1%	2%	-13%
CC1=CC(C)(C)NC(=O)N1c1ccc(C)cc1	6%	-8%	-29%	-4%	5%	-7%	2%	-17%
O=C(CSc1nnc(-c2c[nH]c3ccccc23)o1)c1ccccc1	-5%	-11%	5%	8%	-12%	?	?	-18%
CN(C)S(=O)(=O)Oc1ccccc1C(=O)Nc1ccc(F)cc1F	4%	9%	10%	-7%	-38%	-4%	0%	2%
CC(NC(=S)NCCc1ccccc1)C(c1cccs1)N1CCN(Cc2ccccc2)CC1 (stereo unspecified)	-10%	-4%	-4%	-67%[inhibitor]	.	-6%	-4%	?
COc1cccc(CNC(=O)Cn2ncn3c(cc4ccccc43)c2=O)c1	.	-14%	.	5%	.	-13%	.	-10%
COc1cccc(NC(=S)/C(=C(\[O-])c2ccc([N+](=O)[O-])cc2)[n+]2ccccc2)c1	13µM*	?	26%	-1%	-23%[10 µM]	2%	?	-20%
CCOC(=O)Nc1nnc(-c2ccc(OC)cc2)s1	-14%	-10%	5%	18%	-44%[inhibitor]	8%	?	2%
CCCC(=O)Nc1ccc(C(=O)n2nnc3ccccc32)cc1	?	-11%	-1%	7%	3%	3%	2%	-1%
Cc1ccc(Cn2ccc(=O)c(OCc3ccccc3)c2C)cc1	5%	-9%	?	17%	20%	-6%	7%	-12%
CCOC(=O)N1CCN(c2nc(C(F)(F)F)nc3c(C)cc(C)cc23)CC1	-8%	-14%	?	-27%	14%[0.074 µM]	0%	0%	-7%
CCC(C)NC(=O)/C(=C/c1ccco1)c1ccccc1 (stereo unspecified)	?	-10%	12%	1%	-4%	2%	9%	-11%
CS(=O)(=O)Nc1ccc(C2=NN(S(C)(=O)=O)C(c3cccs3)C2)cc1 (stereo unspecified)	?	?	-8%	12%	-7%	1%	?	-5%
COc1cc(OC)cc(C(=O)Nc2cc3nn(-c4ccccc4)nc3cc2Cl)c1	.	-25%	.	13%	.	-15%	.	?
CCn1c(CNC(=O)c2ccccc2F)nnc1SCC(=O)NC1CCCCC1C (stereo unspecified)	-8%	4%	0%[9.22 µM]	-4%	11%[10 µM]	6%	-7%	9%
C/C(N)=C(/C#N)C(=O)COC(=O)c1ccncc1	5%	-14%	-3%	3%	16%	1%	-7%	-4%
O=C(Cn1cc2c(n1)CCCC2)NCCCN1CCN(C2CCCCC2)CC1	1%	14%	6%	5%	21%[10 µM]	-1%	-5%	15%
NC(=O)c1ccc(NC(=O)COC(=O)c2c3c(nc4ccccc24)/C(=C\c2ccc4c(c2)OCO4)CCC3)cc1	?	?	?	-109%[inhibitor]	-14%[10 µM]	?	3.2µM*	8.9µM*[quencher]
C=C(C)CN1CCN(c2c(CCC#N)c(C)c(C#N)c3nc4ccccc4n23)CC1	6%	-6%	1%	-12%	-1%[10 µM]	2%	1%	-2%
